# Screening data: PubChem, several laboratories
# UHRF1 binding: UHRF1 methyl-DNA binding inhibition. UHRF1 binding to methylated oligo, TR-FRET. inhibition, % at 4.4 µM. hit rate 0.75% among 370,000; in the data active means inhibition above about 21%;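 further: UHRF1 SRA domain binding a hemimethylated CpG hairpin DNA probe; 0% = median of test compound wells and 100% = reference inhibitor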
# ASAP1 GAP inh: blocks human ASAP1-stimulated Arf1 GTP hydrolysis | hit rate 0.19% among 360,000 | AID 624377 | inhibition, % at 16.5 µM | GDP FP detection | Q9ULH1; in the data active means inhibition above about 25%;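 further: 0% = vehicle with enzyme and substrate and 100% = no enzyme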
# Rev-erbA mod: modulators of human Rev-erb alpha DNA binding | P20393 | Rev-erbα–FITC-DNA binding, fluorescence polarization, 90 min | activity, % at 10 µM | hit rate 0.79% among 370,000;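 active means activity above about 14%, limit read from the data; passing the limit was not always enough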;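 further: 0% = DMSO wells with 35 nM protein and 100% = DMSO wells with 750 nM protein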
# Target sequence (P20393 whole entry, looked up): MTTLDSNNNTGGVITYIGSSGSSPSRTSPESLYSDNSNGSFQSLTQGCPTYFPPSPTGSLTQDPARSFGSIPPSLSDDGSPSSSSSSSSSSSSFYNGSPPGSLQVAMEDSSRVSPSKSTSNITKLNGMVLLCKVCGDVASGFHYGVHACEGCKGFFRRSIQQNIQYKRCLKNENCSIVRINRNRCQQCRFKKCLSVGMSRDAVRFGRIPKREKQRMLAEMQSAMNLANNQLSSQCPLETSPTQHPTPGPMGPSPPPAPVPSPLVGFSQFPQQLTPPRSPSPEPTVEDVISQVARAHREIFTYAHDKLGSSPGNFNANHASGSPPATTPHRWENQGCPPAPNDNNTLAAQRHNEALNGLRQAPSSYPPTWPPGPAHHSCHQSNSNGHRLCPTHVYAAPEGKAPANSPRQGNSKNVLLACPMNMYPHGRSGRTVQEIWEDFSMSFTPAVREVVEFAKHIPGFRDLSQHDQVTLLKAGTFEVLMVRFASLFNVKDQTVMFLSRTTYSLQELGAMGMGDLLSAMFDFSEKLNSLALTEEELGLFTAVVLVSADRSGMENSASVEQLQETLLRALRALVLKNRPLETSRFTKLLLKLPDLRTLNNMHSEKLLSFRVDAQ
# ARFGAP1 inhibitor: rat ARFGAP1 inhibition | Q62848 | inhibition, % at 16.5 µM | Arfgap1-stimulated ARF1 GTP hydrolysis, GDP FP detection | hit rate 0.26% among 360,000;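 active means inhibition above a per-plate limit, mean inhibition of low control wells plus 3 SD, cut at about 25% in these data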;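 further: 0% = DMSO wells with enzyme and 100% = wells lacking Arfgap1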
# Target sequence (Q62848 1-136 limits assumed): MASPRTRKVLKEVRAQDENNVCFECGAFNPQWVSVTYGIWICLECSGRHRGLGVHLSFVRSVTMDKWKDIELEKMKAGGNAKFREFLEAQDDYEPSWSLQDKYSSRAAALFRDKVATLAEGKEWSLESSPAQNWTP
#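 System: truncated rat Arfgap1 GAP domain / Benchmarks: high control wells lacking Arfgap1, low control full reaction with DMSO / Times: compound-enzyme preincubation 20 min, reaction 120 min, detection 60 min, 25 °C / Repeats: one replicate per compound / Also added: human ARF1(Δ1-17)-GTP substrate / Measured by: Tracer-displacement fluorescence polarization with EDTA stop, 620/688 nm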
# PLCb3 inh: inhibitors of human phospholipase C beta3 | Purified PLC-beta3, fluorogenic substrate, fluorescence | AID 720704 | hit rate 0.18% among 370,000 | inhibition, % at 12.2 µM; in the data active means inhibition above about 11%;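 further: 0% = median of compound wells on plate and 100% = full blocker control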
# PLCg1 inh: PLC-gamma1 (human) inhibition, primary screen; P19174; purified PLC-gamma1, fluorogenic substrate, fluorescence; inhibition, % at 12.2 µM; hit rate 0.84% among 370,000; AID 720700; in the data active means inhibition above about 9.5%
# sPLA2-III inh: Inhibits HGIII-sPLA2 liposome hydrolysis, primary screen; Q9NZ20; QFRET BODIPY PC-A2 liposome hydrolysis, fluorescence; inhibition, % at 12.2 µM; hit rate 0.56% among 370,000;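 active means inhibition above mean plus 3 SD of compounds lying within the high and low control bounds, cut at about 19% in these data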;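 further: 0% = median of test compound wells and 100% = no enzyme DMSO wells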
# DDE Tn7 FP inh: DD(E)-Tn7 binding inhibition, primary FP screen; P02675; FP displacement of FITC-Tn7 peptide from fibrin DD(E); 0% = median of compound wells per plate; inhibition, % at 8.3 µM; hit rate 0.13% among 370,000; AID 720508;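 active means inhibition above the mean of compounds falling within the control limits plus 3 SD of them, cut at about 14% in these data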;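 further: 0% = plate median of compound wells and 100% = 10 µM Aha-Tn7 peptide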
#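 System: human fibrin DD(E); quantity: Fibrin-DD(E) at 2 µM final; also added: fluorescent Tn7 probe at 0.1 µM; compound dosing: single nominal test concentration of 8.3 µM per compound; schedule: 10 min preincubation, 3 h with tracer, room temperature; detection: fluorescence polarization of the labelled Tn7 tracer; repeats: one replicate per compound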
# KLK7 zymogen act: activates the human kallikrein-7 zymogen; P49862; hit rate 0.9% among 370,000; purified proKLK7, EDANS-DABCYL substrate fluorescence; 100% is mature enzyme control, 0% vehicle; activation, % at 7 µM;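 active means activation above the mean of all tested compounds plus 3 SD, computed per campaign excluding outliers beyond control limits, cut at about 13% in these data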
# Target sequence (P49862 whole entry, looked up): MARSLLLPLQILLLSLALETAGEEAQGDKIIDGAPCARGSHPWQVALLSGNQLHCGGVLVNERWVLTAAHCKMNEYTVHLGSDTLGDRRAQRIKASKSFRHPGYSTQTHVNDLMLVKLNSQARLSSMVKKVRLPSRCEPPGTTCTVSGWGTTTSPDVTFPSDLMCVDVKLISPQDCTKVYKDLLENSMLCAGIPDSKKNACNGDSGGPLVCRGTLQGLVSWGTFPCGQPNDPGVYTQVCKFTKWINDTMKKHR
# DDE Tn6 FP inh: DD(E)-Tn6 binding inhibition, primary FP screen; Fibrin DD(E) TRITC-Tn6 fluorescence polarization displacement; hit rate 0.21% among 370,000; inhibition, % at 8.3 µM; AID 720509;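 active means inhibition above a per-campaign cutoff: mean of compounds within control limits plus 3 SD, cut at about 15% in these data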;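 further: 0% = median of all compound wells on the plate and 100% = blocking peptide control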
# Starred values were filed as active, the others as inactive; i = inactive; / = not tested or not shown.
SMILES,UHRF1 binding,ASAP1 GAP inh,Rev-erbA mod,ARFGAP1 inhibitor,PLCb3 inh,PLCg1 inh,sPLA2-III inh,DDE Tn7 FP inh,KLK7 zymogen act,DDE Tn6 FP inh
COc1ccc(-c2nnc(SCc3ccc(C(=O)O)cc3)n2N)cc1,-2,5,-4,9,-2,1,3,-3,0.0,10
CCC(=O)N(C(=O)CC)N1CCN(c2ccncc2S(=O)(=O)N2CCCCC2)CC1,-3,-15,-6,3,-3,3,-6,1,-0.6,3
CCC(=O)N1CCC1(C)C(=O)Nc1cccc2cccnc12 (stereo not given),-2,-9,-4,-4,1,-1,3,1,-0.2,0
O=C(O)CCCCCNc1ncnc2ccc(Br)cc12,-2,5,3,-8,0,3,2,0,-0.4,0
O=C(NCc1ccccc1)N1CCN(CCO)CC1,2,4,1,-5,-10,-5,12,3,-0.1,4
CC(C)(C)n1nnnc1C(c1cccc(C#N)c1)N1CCCc2ccccc21 (stereo not given),3,5,0,-3,0,2,-3,-2,-0.1,-3
C=CCN(c1ccccc1)S(=O)(=O)c1cccc(C(=O)Oc2ccc3c(C)cc(=O)oc3c2)c1,1,-7,-6,13,i,i,16,1,42*,-4
O=C1C(=O)N(Cc2cccnc2)C(c2ccccn2)/C1=C(/O)c1ccccc1 (stereo not given),0,0,-3,0,-3,-2,7,-5,-0.8,4
C=CCN1C(=O)[C@@H](CC(=O)N2CCN(C(=O)OCC)CC2)[C@]2(C(=O)OC)CCCCC=C12,2,/,4,/,1,-2,5,4,-0.5,0
CON/C=C(\C=Nc1ccccc1)c1ncc(C(F)(F)F)cc1Cl,-2,5,2,-10,1,0,-1,0,0.2,0
COc1ccccc1CNC(=O)CN1C(=O)C(C)N(c2ccc(C)cc2)C1=O (stereo not given),1,-2,4,-1,2,-1,-4,0,0.0,1
CCN1C(=O)[C@H]2[C@@H](c3ccc(OC)cc3)N3C(=O)CN(CCOC)C(=O)[C@@]3(C)[C@H]2C1=O,1,11,-1,-7,-4,-1,0,-5,-0.9,-3
Cc1cccc(C)c1OCc1cc(C(=O)N(C)Cc2nc3ccccc3[nH]2)no1,0,5,0,1,-5,-3,-16,-14,0.5,-1
CC(c1ccc2c(c1)OCO2)n1c(=S)[nH]c2ccccc2c1=O (stereo not given),1,6,4,2,-20,2,6,1,0.8,-13
O=C(COc1ccc([N+](=O)[O-])cc1)N/N=C/c1cc([N+](=O)[O-])ccc1N1CCOCC1,-2,4,3,15,5,7,-1,-4,0.0,-4
CCc1ccc(NC(=O)C(C)n2nc(C)c([N+](=O)[O-])c2C)cc1 (stereo not given),-1,-1,12,2,-6,1,-2,-4,0.2,-8
CCc1cc(C(=O)O)c(NC(=O)C(c2ccccc2)c2ccccc2)s1,1,9,1,-3,-3,-3,-27,3,-0.5,3
Cc1cccc(Cn2c(C)nc3c(N)c(C)c(C)cc32)c1,-2,6,-1,1,-2,0,8,-4,-0.4,8
Nc1[nH]nc2ncc3cc4ccccc4nc3c12,-31,2,-3,-15,-39,-24,-2,3,0.5,-6
CS(=O)(=O)N1CCN(C(=O)CCc2ccccc2)CC1,1,-11,-5,-3,0,-1,0,-2,-0.6,3
CC1(NC(=O)CN2CCN(c3cnn(-c4ccccc4)c(=O)c3Cl)CC2)CCS(=O)(=O)C1 (stereo not given),-1,8,-8,-4,2,2,10,3,-0.3,6
O=C(NCCc1c[nH]c2ccccc12)C(=O)NCC1CCCO1 (stereo not given),2,4,-3,6,-4,0,-9,-2,0.0,-1
CSc1nc(N)nc(SCC(=O)Nc2ccc(Cl)cc2)c1C#N,0,10,-1,1,0,0,-37,7,-0.1,-8
CC1=C([N+](=O)[O-])C(c2ccccc2)NC(=O)N1 (stereo not given),2,-12,0,-1,2,8,-1,-1,-0.6,3
Cc1nn(Cc2ccccc2Cl)c(C)c1NC(=O)CCCn1nc([N+](=O)[O-])c(Cl)c1C,16,5,0,4,-3,3,5,3,0.1,-2
COc1cccc(CN2CCc3[nH]c(=S)[nH]c(=O)c3C2)c1,-2,-13,2,0,-2,0,2,2,-0.1,-8
CCC(C)(C)NC(=O)C(c1ccccc1F)N(C(=O)c1ccn[nH]1)c1ccccc1 (stereo not given),9,6,2,3,2,-1,4,8,0.3,-10
Cc1ccc(NC(=O)C(C)OC(=O)Cc2c[nH]c3ccccc23)cc1S(=O)(=O)N1CCOCC1 (stereo not given),-2,-1,-3,5,-4,-1,-115,6,-0.1,6
Nc1cc(N)cc(C(=O)Nc2ccc3c(c2)C(=O)NC3=O)c1,-4,4,3,2,-16,-6,-1,-8,1.0,-10
Cc1noc(C)c1COc1cccc(C(=O)N2CCc3ccccc32)c1,-1,-2,2,6,-4,0,-6,1,-0.2,-2
O=c1c(C(c2ccc(F)cc2)c2c(O)nc3n(c2=O)CCS3)c(O)nc2n1CCS2,2,-16,1,26*,-5,5,-6,-7,0.3,-4
COc1ccccc1CCn1cnc(-c2cccc(Br)c2)c1CC(C)C,1,-8,5,-5,0,3,3,4,0.1,-12
Cn1c(=O)c2c(-c3ccccc3)n(Cc3ccccn3)cc2n(C)c1=O,-3,-5,0,14,-4,-3,1,-7,-0.2,1
CCOC(=O)N1CCN(c2cc(N3CCN(CC)CC3)c(F)cc2[N+](=O)[O-])CC1C (stereo not given),-9,-14,6,5,3,0,-12,-8,0.5,-2
CCCC1CC(C(=O)Nc2ccccc2)C(=O)O1 (stereo not given),-1,5,-3,4,0,1,-49,8,0.5,11
N#Cc1ccccc1CSc1nc(N2CCCCC2)nc(N2CCCCC2)n1,-1,-7,8,-22,2,0,-3,-5,-0.6,10
O=C(NCCCNC(=O)c1cnccn1)c1cccc(F)c1,-2,6,-3,-5,-4,1,0,-7,-0.4,3
c1ccc(-c2ccc(C3=Nn4c(nnc4-c4cc(-c5ccccc5)n[nH]4)SC3)cc2)cc1,-2,4,2,0,3,2,-4,4,0.6,-8
CCc1cc(-c2nnc(SCC(=O)NC3CC3)n2C)cs1,0,-2,-3,4,-6,-1,15,4,-0.2,19*
CCC(=O)Nc1c(-c2ccc(C)cc2)nc2ccc(C)cn12,3,-6,-2,-2,-48,-29,5,-4,1.5,7

# Structures above printed as active in KLK7 zymogen act:
SMILES,UHRF1 binding,ASAP1 GAP inh,Rev-erbA mod,ARFGAP1 inhibitor,PLCb3 inh,PLCg1 inh,sPLA2-III inh,DDE Tn7 FP inh,KLK7 zymogen act,DDE Tn6 FP inh
C=CCN(c1ccccc1)S(=O)(=O)c1cccc(C(=O)Oc2ccc3c(C)cc(=O)oc3c2)c1,1,-7,-6,13,i,i,16,1,42*,-4

# Next entries follow:
SMILES,UHRF1 binding,ASAP1 GAP inh,Rev-erbA mod,ARFGAP1 inhibitor,PLCb3 inh,PLCg1 inh,sPLA2-III inh,DDE Tn7 FP inh,KLK7 zymogen act,DDE Tn6 FP inh
CC(C)c1cc(C(=O)N/N=C/c2ccoc2)cs1,-4,9,4,6,-15,-2,-12,0,0.0,1
O=C(NCc1cccnc1)C1CCCN1S(=O)(=O)c1ccc(Cl)cc1 (stereo not given),-4,6,4,-5,-2,3,-3,-8,0.3,2
Cc1cc(NC(=O)C2CCCCC2)ncc1NC(=O)c1ccccn1,-1,1,6,17,4,1,4,-9,-0.2,1
CC(C)(C)OC(=O)N1CCc2onc(-c3ccccc3F)c2C1=O,0,9,5,1,2,0,4,-6,0.0,-2
Cn1cc([N+](=O)[O-])c(C(=O)NC2CCCCCCC2)n1,0,6,-1,19,-6,-22,7,-12,0.3,-3
COC(=O)c1ccsc1NS(=O)(=O)c1ccccc1,1,-7,-3,3,-23,-13,-29,2,-0.4,10
C#CCNC(=O)C1=C[C@H](c2ccc(C#C)cc2)C[C@H](OCc2ccc(CO)cc2)O1,2,4,3,0,-18,-12,3,-4,-0.9,0
COc1ccc(C(C(=O)NCC2CCCO2)N(Cc2ccc(F)cc2)C(=O)CNC(=O)c2ccco2)cc1OC (stereo not given),1,-2,0,-3,-2,1,2,10,0.1,2
Cc1ccc(NC(=O)CN2C(=O)NC(C)(C3CC3)C2=O)cc1S(=O)(=O)N1CCCCC1 (stereo not given),1,-9,3,9,-4,2,-10,-1,0.3,-8
COC(=O)Cn1c(=NC(=O)c2ccc(OC)cc2)sc2cc(OC)ccc21,2,-4,34*,7,-267,-200,2,7,6.7,6
Cc1cc2c(c(=O)n1C1CC1)C(c1cccc(Cl)c1)C(C#N)=C(N)O2 (stereo not given),-1,1,-8,10,2,-1,3,1,0.4,0

# By substructure, those above containing an aryl methoxy group
SMILES,UHRF1 binding,ASAP1 GAP inh,Rev-erbA mod,ARFGAP1 inhibitor,PLCb3 inh,PLCg1 inh,sPLA2-III inh,DDE Tn7 FP inh,KLK7 zymogen act,DDE Tn6 FP inh
COc1ccc(-c2nnc(SCc3ccc(C(=O)O)cc3)n2N)cc1,-2,5,-4,9,-2,1,3,-3,0.0,10
COc1ccccc1CNC(=O)CN1C(=O)C(C)N(c2ccc(C)cc2)C1=O (stereo not given),1,-2,4,-1,2,-1,-4,0,0.0,1
CCN1C(=O)[C@H]2[C@@H](c3ccc(OC)cc3)N3C(=O)CN(CCOC)C(=O)[C@@]3(C)[C@H]2C1=O,1,11,-1,-7,-4,-1,0,-5,-0.9,-3
COc1cccc(CN2CCc3[nH]c(=S)[nH]c(=O)c3C2)c1,-2,-13,2,0,-2,0,2,2,-0.1,-8
COc1ccccc1CCn1cnc(-c2cccc(Br)c2)c1CC(C)C,1,-8,5,-5,0,3,3,4,0.1,-12
COc1ccc(C(C(=O)NCC2CCCO2)N(Cc2ccc(F)cc2)C(=O)CNC(=O)c2ccco2)cc1OC (stereo not given),1,-2,0,-3,-2,1,2,10,0.1,2
COC(=O)Cn1c(=NC(=O)c2ccc(OC)cc2)sc2cc(OC)ccc21,2,-4,34*,7,-267,-200,2,7,6.7,6
